Screens from PubChem BioAssay.
TCR act = activators of T cell receptors; 330,000 tested, under 10 active; Potency, µM (doses to about 9.22 µM), inactives show at the highest dose activation of IL-2 secretion, most hits filed as activators; primary human leukocytes, anti-CD3, IL-2 HTRF, 48 h; also: % of control where 0% means no effect
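Primary human leukocytes incubated 48 hr with anti-CD3 beads plus compound, without co-stimulation. Secreted IL-2 measured by HTRF (europium cryptate/d2 anti-IL-2 pair, 320 nm excitation, 665 nm emission).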
hERG WT inh = KCNH2 (human, wildtype) channel inhibition; 340,000 compounds, 0.37% hits; activity change, % at 1.84 µM; Q12809; AID 720551; U2OS, BacMam KCNH2, thallium flux FluxOr; hits give low values;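 active = maximum activity change below -70%; inconclusive = maximum activity change between -70% and -50%; inactive = maximum activity change above -50%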; also: % is scaled to controls: 0 for no effect and ±100 for the full control effect
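U2OS cells were transduced with wild-type KCNH2 virus (2.03 x 10^8 / mL) for 4 h at room temperature, then cultured overnight at 37 C. Thallium flux was read with FluxOr dye. Rate constants were normalized to DMSO controls.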
TSHR antagonist = antagonists of human thyroid stimulating hormone receptor | P16473 | TSHR-expressing cells, TSH-stimulated cAMP HTRF, 2 h; hits give low values | activity change, negative = inhibition, % at 11.5 µM | 330,000 compounds, 0.2% hits;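 active = activity change below a set negative limit, meaning inhibition stronger than a set level, cut at about -70% in these data; inconclusive = activity change between two set negative limits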; also: % is scaled to controls: 0 for no effect and ±100 for the full control effect
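TSHR-expressing cells, 200/well, pre-treated with compound, then stimulated with EC80 TSH (4nM final) for 2 hours at 37 deg C. cAMP measured by competitive HTRF: anti-cAMP cryptate antibody in lysis buffer plus cAMP-d2, read after 30 minutes at room temperature.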
TRPV1 agonist = activates the human vanilloid receptor TRPV1 | Q8NER1 | TRPV1-expressing cells, Fluo-8 calcium influx, agonist mode | activation, % at 8.33 µM | 320,000 compounds, 0.19% hits; in the data active = activation above about 80%; inconclusive = between about 30% and that limit; also: 0% is about no effect
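Cells expressing TRPV1 were dye-loaded with Fluo-8 and read kinetically: 10 s baseline, 3 min after compound (agonist portion), then 2 min after EC20 capsaicin (allosteric enhancer portion). Calcium-bound dye fluorescence at 480/520 nm.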
USP2a inh = blocks human ubiquitin-specific protease USP2a. Potency, µM (series often up to 38.3 µM), for the others: top-dose activity change, negative = inhibition, actives largely listed as inhibitors. USP2 core, Ub-CHOP2 coupled fluorogenic reporter, 485/531. O75604. 330,000 compounds, 0.01% hits. AID 463254;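 also: potency is read from the fitted curve at half-maximal effect; plate controls were DMSO wells for no effect and full inhibition by NEM control for full effect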
Target sequence (O75604 whole entry, looked up): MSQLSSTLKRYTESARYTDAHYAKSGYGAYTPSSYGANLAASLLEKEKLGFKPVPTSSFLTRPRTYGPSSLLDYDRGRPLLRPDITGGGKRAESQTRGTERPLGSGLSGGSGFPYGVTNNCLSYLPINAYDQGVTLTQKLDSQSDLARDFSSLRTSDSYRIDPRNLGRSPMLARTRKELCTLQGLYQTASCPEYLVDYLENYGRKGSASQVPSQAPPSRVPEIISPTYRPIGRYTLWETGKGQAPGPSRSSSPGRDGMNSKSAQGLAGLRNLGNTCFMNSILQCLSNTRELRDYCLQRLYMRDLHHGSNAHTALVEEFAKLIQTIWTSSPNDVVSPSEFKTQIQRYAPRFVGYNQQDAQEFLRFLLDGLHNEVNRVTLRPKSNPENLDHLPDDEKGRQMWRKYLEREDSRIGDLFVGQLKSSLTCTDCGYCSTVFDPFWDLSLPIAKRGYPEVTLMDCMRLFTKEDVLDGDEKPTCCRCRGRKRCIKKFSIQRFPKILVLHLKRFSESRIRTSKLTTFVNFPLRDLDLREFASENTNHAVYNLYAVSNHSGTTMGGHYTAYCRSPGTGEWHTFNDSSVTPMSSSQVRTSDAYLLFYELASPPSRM
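Deubiquitinase activity read as fluorescence (485/531 nm) after Ub-CHOP2 cleavage activates the enterokinase reporter on its substrate; USP2 core 10nM, Ub-CHOP2 and substrate 25nM each, 30min compound preincubation then 60min RT; data normalized to NEM, curves fitted.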
ELG1 DNA repair = inhibitors of ELG1-dependent DNA repair in HEK293T cells. Potency, µM (highest dose often 46.1 µM), inactives show top-dose activity change, negative = inhibition, most hits filed as inhibitors. HEK293T ELG1-luciferase reporter, luminescence, 16 h; DNA damage induced by 5-fluorouridine. 330,000 compounds, 2.3% hits; also: potency is read from the fitted curve at half-maximal effect; % is scaled to controls: 0 for no effect and ±100 for the full control effect; nearly all actives have a fitted effect of over 55% in size
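HEK293T cells expressing luciferase-tagged ELG1 (2,000/well) received 5-Fluorouridine plus compound or DMSO for 16 hr at 37 °C. Luciferase was read by ONE-Glo luminescence after 30 min at room temperature.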
A-T KAP1 phos = potential ataxia-telangiectasia treatments restoring KAP-1 phosphorylation; Potency, µM (series often up to 57.5 µM), inactives show top-dose activation, most hits filed as activators; […] A-T fibroblasts, KAP-1 phosphorylation AlphaLISA; neocarzinostatin DNA damage 30 min before lysis; AID 485349; 320,000 compounds, 0.19% hits; also: potency is read from the fitted curve at half-maximal effect; % of control where 0% means no effect; nearly all actives have a fitted effect of over 45% in size
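hTERT-immortalized A-T patient fibroblasts ([…]), 500 cells/well in OPTI-MEM, 1% FBS, got compounds for 60 min, then NCS for 30 min at 37C. Lysates were then assayed for phospho-KAP-1 by AlphaLISA (anti-pKAP1 donor, anti-KAP1 acceptor beads), 6 hr at 25C.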
Mito fusion act = inhibitors of mitochondrial division or activators of mitochondrial fusion | Potency, µM (top dose mostly 46.1 µM), for the others: top-dose growth rescue (activation), most hits filed as activators | AID 485298 | 320,000 compounds, 0.23% hits | S. cerevisiae fusion-defective mutant growth rescue, CellTiterGlo 48 h;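 also: potency is read from the fitted curve at half-maximal effect; % of control where 0% means no effect; nearly all actives have a fitted effect of over 45% in size; temperature-sensitive fusion mutants such as fzo1-1 at 37 °C on non-fermentable ethanol glycerol medium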
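Compounds are tested for their ability to restore growth of mitochondrial fusion-defective yeast strains at non-permissive 37C in YPEG medium over 48 hours. Viability is quantified by luciferase luminescence.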
KCNH2 3.1 block = blocks the human KCNH2 3.1 channel isoform | AID 720553 | U2OS KCNH2 3.1, thallium flux FluxOr; hits give low values | 340,000 compounds, 0.95% hits | activity change, % (tested at about 1.8 µM);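 active = maximum activity change below -70%; inconclusive = maximum activity change from -70% to -50%; inactive = maximum activity change above -50%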;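 also: thallium influx rate constant from kinetic fluorescence after stimulation buffer; % is scaled to controls: 0 for no effect and ±100 for the full control effect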
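U2OS cells transduced with KCNH2 3.1 mutant virus (1.77 x 10^8 /mL, 4 h), plated overnight at 37 C, loaded 45 min with FluxOr dye plus Red40 quencher. Thallium flux rate constant from kinetic reads after stimulation buffer, normalised to controls.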
Eya2 phos inh = blocks the phosphatase activity of human Eya2; Potency, µM (top dose mostly 76.9 µM), inactives show top-dose activity, negative = inhibition, usual class: inhibitors; 330,000 compounds, 0.006% hits; recombinant Eya2, OMFP fluorescence dephosphorylation (OMFP is methylfluorescein phosphate); AID 488837; O00167; also: potency is read from the fitted curve at half-maximal effect; % is scaled to controls: 0 for no effect and ±100 for the full control effect
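Eya2 protein (added as 0.2 uM solution) was preincubated with compound for 10 min at ambient temperature in 50 mM HEPES pH 7.5, 50 mM NaCl, 5 uM MgCl2, 0.05% BSA, 1 mM DTT. OMFP (added at 50 uM) then reacted 10 min; fluorescence read at 485/525 nm.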
* marks the source's active call; other numbers are inactive results; [ ] = dose if it differs, or a comment. Unless noted, calls follow the shape of the dose curve; as a rule, active = well fitted curve in the direction sought with a large enough effect; inconclusive = small, poorly fitted or top-dose-only effect, or another doubt; inactive = no such curve, though single readings can be large; an effect the other way counts as inactive or inconclusive.

Screening CCOC(=O)C1=C(C)N(c2ccc(C)c(C)c2)C(=O)/C1=C\c1ccco1 returned TCR act -2%, hERG WT inh 3, TSHR antagonist -4, TRPV1 agonist 1, USP2a inh -3%, ELG1 DNA repair -2%, A-T KAP1 phos 2%, Mito fusion act 2%, KCNH2 3.1 block 3 and Eya2 phos inh -9%.
COc1ccc(OCC(=O)N/N=C2/C=C(C)CC2)cc1 was read as TCR act 1%, hERG WT inh -4, TSHR antagonist -8, TRPV1 agonist 4, USP2a inh -1%, ELG1 DNA repair -7%, A-T KAP1 phos 1%, Mito fusion act -7%, KCNH2 3.1 block 5 and Eya2 phos inh 14%.
For COc1cc(C(=O)NCCCC2CCCC2)ccc1OC1CCN(C(C)=O)CC1 the results were TCR act 2%, hERG WT inh 1, TSHR antagonist 6, TRPV1 agonist 1, USP2a inh 2%, ELG1 DNA repair -15%, A-T KAP1 phos -2%, Mito fusion act 2%, KCNH2 3.1 block 12 and Eya2 phos inh 8%.
Screening O=C(Nc1cccnc1)C1(c2ccc(Cl)cc2)CCCC1 returned TCR act -1%, hERG WT inh -3, TSHR antagonist -3, TRPV1 agonist 2, USP2a inh -2%, ELG1 DNA repair inconclusive, Mito fusion act 5%, KCNH2 3.1 block 17 and Eya2 phos inh -31%.
For CN(C)NC1=CC(=[N+]2CCCC2)CC(C)(C)C1 the results were TCR act 2%, hERG WT inh -14, TSHR antagonist 8, TRPV1 agonist 2, USP2a inh 1%, ELG1 DNA repair 3%, A-T KAP1 phos 1%, Mito fusion act -2%, KCNH2 3.1 block -35 and Eya2 phos inh -24%.
`CC(=O)Nc1ccc(S(=O)(=O)Nc2ccc(C)c([N+](=O)[O-])c2)cc1` gave TCR act 3%, hERG WT inh 11, TSHR antagonist -8, TRPV1 agonist -3, USP2a inh 2%, ELG1 DNA repair inconclusive, A-T KAP1 phos -1%, Mito fusion act -1%, KCNH2 3.1 block 5 and Eya2 phos inh 7%.
O=C1OCCN1C(=O)[C@H]1[C@H](c2ccc(Cl)cc2)C(c2ccc(F)cc2)=NN1c1ccc(Br)cc1 was read as TCR act -2%[46.1 µM], hERG WT inh -4, TSHR antagonist 2, USP2a inh -6%, ELG1 DNA repair inconclusive, A-T KAP1 phos 14%, KCNH2 3.1 block 0 and Eya2 phos inh -8%.
Cc1nc2c3ccccc3nc(NNC(=O)CCC(=O)NCCN3CCN(c4ccccc4)CC3)n2n1 was read as TCR act -8%, hERG WT inh -8, TSHR antagonist 1, TRPV1 agonist 1, USP2a inh 0%, ELG1 DNA repair -1%, A-T KAP1 phos -3%, Mito fusion act 5%, KCNH2 3.1 block 11 and Eya2 phos inh 6%.
`CC(=O)Nc1cccc(C(=O)/C=C/c2cccs2)c1` gave TCR act -2%[46.1 µM], hERG WT inh 3, TSHR antagonist 43, TRPV1 agonist -5, USP2a inh -1%, ELG1 DNA repair 7%, A-T KAP1 phos inconclusive, Mito fusion act 10µM*, KCNH2 3.1 block -13 and Eya2 phos inh -21%.
CC(=O)c1c(COC(=O)c2ccncc2)nc2ccccc2[n+]1[O-] was read as TCR act 6%, hERG WT inh 11, TSHR antagonist -39, TRPV1 agonist -10, USP2a inh -19%, ELG1 DNA repair 18%, A-T KAP1 phos 18%, Mito fusion act -7%, KCNH2 3.1 block 15 and Eya2 phos inh 26%.
`O=C(C(=O)N1CCN(c2ccccc2Cl)CC1)c1c[nH]c2ccccc12` gave TCR act -2%, hERG WT inh -4, TSHR antagonist 6, TRPV1 agonist 8, USP2a inh -1%, ELG1 DNA repair 4%, A-T KAP1 phos -7%, Mito fusion act -9%, KCNH2 3.1 block 17 and Eya2 phos inh 1%.
Screening CC(=O)N1N=C(N)SC1(C)C returned TCR act 4%, hERG WT inh -5, TSHR antagonist 1, TRPV1 agonist -3, USP2a inh 0%, ELG1 DNA repair 9%, A-T KAP1 phos 0%, Mito fusion act -3%, KCNH2 3.1 block -24 and Eya2 phos inh 7%.
Screening CCCn1c(SCc2nc(N)nc(N3CCCCC3)n2)nc2c1c(=O)n(C)c(=O)n2C returned TCR act 1%, hERG WT inh 16, TSHR antagonist -4, TRPV1 agonist 2, USP2a inh 0%, ELG1 DNA repair inconclusive, A-T KAP1 phos -1%, Mito fusion act -2%, KCNH2 3.1 block 12 and Eya2 phos inh 15%.
For COc1cccc(C(=O)Nc2nc(-c3ccncc3)cs2)c1 the results were TCR act -2%, hERG WT inh 4, TSHR antagonist -12, TRPV1 agonist 15, USP2a inh -1%, ELG1 DNA repair 7%, A-T KAP1 phos -3%, Mito fusion act 2%, KCNH2 3.1 block -5 and Eya2 phos inh 5%.
COc1ccccc1-c1c(C)nn2c(NCCN3CCCC3)cc(C)nc12 was read as TCR act 2%, hERG WT inh -18, TSHR antagonist -6, TRPV1 agonist -1, USP2a inh 1%, ELG1 DNA repair 7%, A-T KAP1 phos 14%, Mito fusion act -1%, KCNH2 3.1 block 10 and Eya2 phos inh -22%.
For O=C(NC1CC(=O)N(c2ccc3c(c2)OCCO3)C1)N1CCC(O)CC1 (stereo not drawn) the results were TCR act -14%, hERG WT inh 1, TSHR antagonist -1, TRPV1 agonist 0, USP2a inh 4%, ELG1 DNA repair 20%, A-T KAP1 phos 0%, Mito fusion act 0%, KCNH2 3.1 block 7 and Eya2 phos inh 19%.
For O=C(Nc1ncc2c(n1)-c1ccccc1CC2)c1cccs1 the results were TCR act 5%, hERG WT inh -2, TSHR antagonist 6, TRPV1 agonist inconclusive, USP2a inh 1%, ELG1 DNA repair 1%, A-T KAP1 phos 7%, Mito fusion act 1%, KCNH2 3.1 block 10 and Eya2 phos inh 0%.
`O=C(Nc1ccc(Cc2ccncc2)cc1)c1ccc(S(=O)(=O)N2CCCC2)cc1` gave TCR act 1%, hERG WT inh 26, TSHR antagonist -20, TRPV1 agonist inconclusive, USP2a inh 0%, ELG1 DNA repair 2.9µM*, A-T KAP1 phos -1%, Mito fusion act -2%, KCNH2 3.1 block -8 and Eya2 phos inh -2%.
Screening CCOC(=O)c1cnn(-c2ccc(Cl)cc2)c1C1CCN(C(=O)OC(C)(C)C)CC1 returned TCR act -6%, hERG WT inh 0, TSHR antagonist -4, TRPV1 agonist inconclusive, USP2a inh -4%, ELG1 DNA repair inconclusive, A-T KAP1 phos 0%, Mito fusion act -5%, KCNH2 3.1 block -2 and Eya2 phos inh -13%.
`CCS(=O)(=O)c1ccc2oc(SCC(=O)Nc3ccc(OC)cc3)nc2c1` gave TCR act -1%, hERG WT inh -17, TSHR antagonist -7, TRPV1 agonist -4, USP2a inh 6%, ELG1 DNA repair -12%, A-T KAP1 phos 6%, Mito fusion act 3%, KCNH2 3.1 block 0 and Eya2 phos inh 3%.
For O=C(c1cnc2n(c1=O)CCS2)N1CCc2ccccc21 the results were TCR act -4%[46.1 µM], hERG WT inh 4, TSHR antagonist 11, TRPV1 agonist 3, USP2a inh 1%, ELG1 DNA repair 0%, A-T KAP1 phos -1%, Mito fusion act 2%, KCNH2 3.1 block 3 and Eya2 phos inh -16%.
`Cc1ccc(OCC(=O)OCCN2C(=O)c3ccccc3C2=O)cc1C` gave TCR act 6%[46.1 µM], hERG WT inh 1, TSHR antagonist -9, TRPV1 agonist 6, USP2a inh -1%, ELG1 DNA repair -6%, A-T KAP1 phos -1%, Mito fusion act -39%[inhibitor], KCNH2 3.1 block 24 and Eya2 phos inh -2%.
Screening O=C(O)CSc1nnc(-c2ccncc2)n1Cc1ccccc1 returned TCR act 2%, hERG WT inh 11, TSHR antagonist -8, TRPV1 agonist -2, USP2a inh 3%, ELG1 DNA repair 0%, A-T KAP1 phos -1%, Mito fusion act -1%, KCNH2 3.1 block -1 and Eya2 phos inh -38%.
Screening O=C(Nc1nnc(-c2ccco2)s1)C1CCN(S(=O)(=O)c2ccc(Cl)cc2)CC1 returned TCR act 10%, hERG WT inh -9, TSHR antagonist -22, TRPV1 agonist -3, USP2a inh 1%, ELG1 DNA repair -17%, A-T KAP1 phos 1%, Mito fusion act 5%, KCNH2 3.1 block -10 and Eya2 phos inh -7%.
`N#Cc1cc(C(=O)Cc2ccccc2)c[nH]1` gave TCR act 1%, hERG WT inh 0, TSHR antagonist -1, TRPV1 agonist -1, USP2a inh 9%, ELG1 DNA repair 11%, A-T KAP1 phos 1%, Mito fusion act 2%, KCNH2 3.1 block -2 and Eya2 phos inh -15%.

A portion of the library; rates above refer to the full screens.
